# Source: PubChem (Broad Institute)
# SIRT5 block: SIRT5 desuccinylase inhibitors, primary screen, biochemical, fluorescence imaging, single point, set 5 | Purified SirT5, succinyl-peptide AMC, trypsin-coupled fluorescence | inhibition, % at 15 µM | 330,000 compounds, 1.1% hits; in the data active means inhibition above about 15%
# Target sequence (Q9NXA8 whole entry, looked up): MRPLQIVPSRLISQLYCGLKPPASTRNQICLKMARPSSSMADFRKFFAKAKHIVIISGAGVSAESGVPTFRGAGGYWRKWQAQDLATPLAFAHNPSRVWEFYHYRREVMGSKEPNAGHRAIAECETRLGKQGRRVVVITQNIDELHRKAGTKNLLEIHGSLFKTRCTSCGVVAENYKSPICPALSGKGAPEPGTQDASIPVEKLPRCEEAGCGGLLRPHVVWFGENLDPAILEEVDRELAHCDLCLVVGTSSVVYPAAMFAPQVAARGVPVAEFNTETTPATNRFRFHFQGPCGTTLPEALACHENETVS
# LGR2 antag: inhibitors of bursicon-induced LGR2 CRE-luciferase signal, primary screen, cell-based, HEK293, CRE-luciferase reporter, bursicon stimulation; Drosophila bursicon receptor LGR2 (rickets); bursicon-stimulated, 4 h; inhibition, % at 9.99 µM; 380,000 compounds, 0.35% hits; AID 720647, 2013;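 active means drop in luminescence signal, shown as inhibition above about 50% in the replicate tests, limit read from the data, passing the limit was not always enough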;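 further: agonist challenge used bursicon conditioned medium at about half maximal strength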
# CASP6 VEID inh: human caspase-6 inhibitors, primary screen, biochemical, VEID-R110 fluorescence, single point, set 2; 350,000 compounds, 0.53% hits; P55212; inhibition, % at 12.5 µM; purified caspase-6, Z-VEID-R110 cleavage fluorescence;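 active means mean inhibition across replicates at least about 35%, with every replicate also reaching that limit, limit read from the data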;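 further: 0% = median of neutral control wells and 100% = no fluorescence left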
# Target sequence (P55212 24-179 limits assumed): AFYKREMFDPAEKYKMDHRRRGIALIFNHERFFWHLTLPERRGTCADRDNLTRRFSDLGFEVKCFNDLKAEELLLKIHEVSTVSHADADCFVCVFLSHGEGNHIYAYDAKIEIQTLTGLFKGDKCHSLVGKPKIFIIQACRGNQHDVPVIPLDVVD
# Target sequence (P55212 194-293 limits assumed): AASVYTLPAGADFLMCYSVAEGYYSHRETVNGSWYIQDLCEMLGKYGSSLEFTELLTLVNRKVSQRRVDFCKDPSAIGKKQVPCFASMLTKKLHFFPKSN
# esBAF inh: Bmi1 luciferase reporter increase in mESCs, primary screen, esBAF inhibitor project, mouse ES cells, Bmi1 luciferase knock-in, single point | 24 h; 100% = twice the neutral-well signal | 350,000 compounds, 2% hits | reporter increase, % at 12.5 µM; in the data active means activation above about 40%;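 further: 0% = median of the plate's neutral control wells and 100% = double that signal; a rise in the Bmi1 reporter signal indicates esBAF inhibition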
# S100A4 inh HTS: inhibitors of S100A4-myosin IIA peptide binding, primary screen, biochemical, fluorescence polarization, TAMRA-MyoIIA peptide; 360,000 compounds, 0.14% hits; inhibition, % at 10.7 µM;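 active means mean inhibition of at least 70% across replicates, with every replicate also reaching that level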
# Target sequence (P26447 whole entry, looked up): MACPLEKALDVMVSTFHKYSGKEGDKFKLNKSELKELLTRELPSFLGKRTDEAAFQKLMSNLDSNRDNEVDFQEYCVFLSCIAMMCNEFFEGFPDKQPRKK
#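 Test system: S100A4 monomer protein. Medium: HEPES buffer with Ca2+, pH 7.2. Reagent: fluorescent myosin IIA peptide, 5 nM. Compound dosing: single-point compound testing. Timing: 5 min between mix addition and reading. Benchmarks: DMSO neutral and TFP positive wells.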
# Statin myotox sup: suppressors of statin myotoxicity in C2C12 myotubes, primary screen, cell-based, single point, plate reader. C2C12 myotubes + simvastatin, ATP luminescence, 48 h; scaled: DMSO 0, geranylgeraniol control 100. rescue of ATP level, % at 7.49 µM. 330,000 compounds, 0.78% hits. AID 602340, 2012;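 active means mean ATP rescue above about 67%, or every replicate alone reaching that limit, limit read from the data, passing the limit was not always enough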;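 further: myotubes were challenged with 10 µM simvastatin during compound exposure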
# FN deposition inh: inhibitors of fibronectin matrix deposition, primary screen, AH1F cells, Alexa488-fibronectin fluorescence, plate reader. AH1F fibroblasts, overnight. inhibition, % at 12.6 µM. 350,000 compounds, 0.086% hits;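 active means mean inhibition across replicates of 30% or more, regardless of how many single replicates reach that level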;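 further: positive control wells lacked labelled fibronectin entirely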
#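 test system = AH1F fibroblasts assembling fluorescent fibronectin matrix | quantity = 10000 AH1F cells per well | buffer or medium = DMEM plus 2% serum, read in PBS | doses = single dose, pinned | incubation = 1 h cell attachment, overnight exposure to compound and label | detection = fluorescence at 485 nm excitation, 525 nm emission | read-out basis = inhibition from reduced deposited-fibronectin fluorescence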
# Starred values were filed as active, the others as inactive; . = not tested or not shown. Only part of the results is shown; count on the stated rates, not on these rows.
# The first seven records (preview)
# Results follow in this order: SIRT5 block | LGR2 antag | CASP6 VEID inh | esBAF inh | S100A4 inh HTS | Statin myotox sup | FN deposition inh
> CCOC(=O)c1c(C)n(C)c2ccc(OCC(O)CN3CCC(C)CC3)cc12 (stereo not drawn)
→ . | -16 | -11 | 0 | -5 | -13 | -8
> CCOc1ccc(S(=O)(=O)N2CCN(C(=O)C3CC3C)CC2)cc1 (stereo not drawn)
→ -3 | 6 | 0 | 7 | -1 | -4 | 1
> CC1CCCN(CC(=O)Nc2ccc(S(=O)(=O)N3C(C)CCCC3C)cc2)C1 (stereo not drawn)
→ . | -7 | 1 | -3 | 4 | -7 | -5
> O=C(Cc1ccccc1)N/N=C/c1cc(Br)cs1
→ -3 | -23 | -1 | 25 | 2 | -5 | -2
> FC(F)(F)c1cccc(-c2cc3nc(NCCOc4ccccc4)ccn3n2)c1
→ . | -51 | 0 | 34 | -2 | 9 | .
> CN1CCN(CCCNC(=O)CCC(=O)N2CCOc3ccccc32)CC1
→ -1 | 4 | -15 | -4 | 0 | -1 | 3
> Cn1c(=O)c(Oc2ccc(F)cc2)c(O)c2ccccc21
→ 2 | 23 | -1 | . | -2 | . | -9

# The listing (from the top)
# Results follow in this order: SIRT5 block | LGR2 antag | CASP6 VEID inh | esBAF inh | S100A4 inh HTS | Statin myotox sup | FN deposition inh
> CCOC(=O)c1c(C)n(C)c2ccc(OCC(O)CN3CCC(C)CC3)cc12 (stereo not drawn)
→ . | -16 | -11 | 0 | -5 | -13 | -8
> CCOc1ccc(S(=O)(=O)N2CCN(C(=O)C3CC3C)CC2)cc1 (stereo not drawn)
→ -3 | 6 | 0 | 7 | -1 | -4 | 1
> CC1CCCN(CC(=O)Nc2ccc(S(=O)(=O)N3C(C)CCCC3C)cc2)C1 (stereo not drawn)
→ . | -7 | 1 | -3 | 4 | -7 | -5
> O=C(Cc1ccccc1)N/N=C/c1cc(Br)cs1
→ -3 | -23 | -1 | 25 | 2 | -5 | -2
> FC(F)(F)c1cccc(-c2cc3nc(NCCOc4ccccc4)ccn3n2)c1
→ . | -51 | 0 | 34 | -2 | 9 | .
> CN1CCN(CCCNC(=O)CCC(=O)N2CCOc3ccccc32)CC1
→ -1 | 4 | -15 | -4 | 0 | -1 | 3
> Cn1c(=O)c(Oc2ccc(F)cc2)c(O)c2ccccc21
→ 2 | 23 | -1 | . | -2 | . | -9
> CCN(CC)CCNC(=O)C12CC3CC(C)(CC(C)(C3)C1)C2
→ . | 0 | . | -3 | . | -2 | .
> CCOC(=O)N1CCN(CC(=O)Nc2sccc2C#N)CC1
→ -1 | 9 | 7 | 0 | -2 | 1 | -2
> C[C@@H]1CN([C@H](C)CO)C(=O)c2cc(NC(=O)Nc3ccc4c(c3)OCO4)ccc2O[C@@H]1CN(C)C(=O)Nc1ccc2c(c1)OCO2
→ 3 | -6 | -4 | -3 | 1 | 17 | .
> O=C(Nc1cc(S(=O)(=O)N2CCOCC2)ccc1N1CCOCC1)c1ccccc1Cl
→ . | . | -3 | . | 5 | -18 | 3
> COc1ccc(NC(=O)Nc2cccc3c2O[C@@H](CN(C)S(=O)(=O)c2ccc(C)cc2)[C@@H](C)CN([C@@H](C)CO)C3=O)cc1
→ 1 | -7 | -3 | 29 | 2 | 0 | .
> COCCCNC(=S)NNC(=S)Nc1cccc(Cl)c1
→ -2 | -51 | 1 | . | -7 | . | 1
> Cc1ccc(NC(=O)c2cccnc2)c([N+](=O)[O-])c1
→ -3 | -6 | -6 | 7 | 1 | -13 | 19
> COc1ccc(S(=O)(=O)N(C)C[C@H]2Oc3c(NC(=O)c4ccc(-c5nccs5)cc4)cccc3C(=O)N([C@H](C)CO)C[C@H]2C)cc1
→ -4 | -16 | 1 | 2 | 6 | . | -6
> CO[C@H]1CN(C)C(=O)c2ccc(NC(=O)C3CCC3)cc2OC[C@@H](C)N(Cc2ccncc2)C[C@H]1C
→ 4 | -4 | 5 | 4 | 53 | -33 | .
> COc1ccccc1-c1ccccc1[C@H]1[C@H](C#N)N(C(=O)C2CC2)[C@H]1CO
→ -2 | -1 | 1 | . | 3 | . | -1
> CC(C)N1CCC(N2CCN(CC#Cc3ccccc3)CC2CCO)CC1 (stereo not drawn)
→ -2 | 0 | -23 | . | 0 | . | 2
> Cc1cccc(N2CCN(C(=O)NC(C)c3ccc(F)c(F)c3)CC2)c1C (stereo not drawn)
→ -3 | 1 | -8 | 0 | 2 | -1 | -2
> COC(=O)c1ccc(C(=O)OC)c(NC(=O)C(C)C)c1
→ -4 | -25 | 0 | -3 | -13 | -4 | -5
> COCCNC(=O)[C@H]1[C@H](CO)[C@H]2Cn3c(ccc(C4=CCCCC4)c3=O)[C@@H]1N2Cc1cocn1
→ -28 | -6 | 0 | 2 | 5 | 0 | 0
> c1ccc(C2CCCN(Cc3nc(CC4CC4)no3)CC2)cc1 (stereo not drawn)
→ -5 | -43 | -12 | 27 | -4 | -1 | .
> CC(=O)Oc1ccc(-c2ccc(C(=O)NCCc3ccc(S(N)(=O)=O)cc3)cc2)cc1
→ 3 | -7 | -2 | 0 | -7 | 8 | 6
> Cc1ccc(S(=O)(=O)/N=C(/Nc2ccc([N+](=O)[O-])cc2)c2ccccc2)cc1
→ 1 | 4 | -4 | 8 | -4 | 13 | 1
> Cn1c(CCNC(=O)c2ccccc2F)nnc1SCC(=O)Nc1nncs1
→ 1 | -10 | -1 | -7 | 1 | -37 | 1
> O=C(Nc1ccc(F)cc1)C(c1cc2ccccc2o1)N1CCN(CC(=O)N2CCCC2)CC1 (stereo not drawn)
→ -1 | -13 | -1 | . | -1 | . | -1
> C[C@@H]1CN([C@@H](C)CO)C(=O)c2cc(NC(=O)Cc3cn(C)c4ccccc34)ccc2O[C@@H]1CN(C)S(C)(=O)=O
→ -2 | 1 | -1 | -2 | 5 | 3 | .
> O=C1CCN(S(=O)(=O)c2ccccc2)CCN1CCOCc1ccc(Cl)cc1
→ . | -7 | 0 | -3 | -2 | 0 | 1
> Cc1cc(C)cc(NC(=O)C2CCCN2C(=O)NC2CCCCC2)c1 (stereo not drawn)
→ -4 | -4 | -3 | . | 5 | . | .
> COc1ccc(S(=O)(=O)CCc2nnc(NC(=O)c3cccs3)s2)cc1
→ . | . | . | -8 | . | -16 | -9
> CC(OC(=O)c1nn(C)c(=O)c2ccccc12)C(=O)Nc1ccc(S(N)(=O)=O)cc1 (stereo not drawn)
→ 5 | 12 | -7 | . | -3 | . | 3
> O=C(C[C@H]1CC[C@H]2[C@@H](COC[C@@H](O)CN2C(=O)Nc2ccc(C(F)(F)F)cc2)O1)NC1Cc2ccccc2C1
→ -1 | 13 | 1 | 7 | 9 | -35 | -11
> Cc1cccn2c(NC(=O)c3ccccc3F)c(-c3ccccc3)nc12
→ 1 | 1 | 1 | 1 | 4 | -3 | -4
> O=C(O)COc1ccc(-c2nc(-c3ccccc3)c(-c3ccccc3)[nH]2)cc1
→ -10 | 9 | 1 | -9 | -2 | -1 | 2
> CCCCCCCSc1nnc(N)s1
→ 0 | -1 | 2 | 3 | -3 | 11 | 2
> Cc1cc(C(=O)CN2CC(C)OC(C)C2)c(C)n1-c1ccccc1 (stereo not drawn)
→ . | 1 | 6 | 32 | 0 | 4 | 3
> CC(C)CCOc1ccc(C2CC(=O)N(C)C2=O)cc1 (stereo not drawn)
→ -7 | -1 | -2 | . | -2 | . | 11
> COc1cc(OC)c(C(=O)NNC(=O)c2ccc(NS(=O)(=O)c3cccs3)cc2)cc1OC
→ 1 | -16 | -2 | 3 | 2 | -1 | 15
> CCNC(=O)C[C@H]1CC[C@H]2[C@@H](COC[C@H](O)CN2Cc2ccncc2)O1
→ . | -3 | . | -3 | . | 2 | 4
> Cc1ccc(S(=O)(=O)N(C)C)cc1NC(=O)COC(=O)C1CCN(S(=O)(=O)c2cccs2)CC1
→ -2 | 12 | 3 | . | -6 | . | -6
> COc1ccc(-c2cc3ccc(O)cc3oc2=O)cc1OC
→ -10 | -39 | 5 | 21 | -19 | -3 | 5
> CCCN(C(=O)Cc1coc2cc(OC)ccc12)C1CCS(=O)(=O)C1 (stereo not drawn)
→ -2 | 12 | 2 | -3 | -1 | 14 | -2
> CCN(C(=O)CN1CCN(Cc2ccccc2)CC1)c1c(N)n(Cc2ccccc2)c(=O)[nH]c1=O
→ -2 | -10 | -3 | . | 6 | . | -21
> CCc1ccc(OCC(=O)Nc2ccc(CN3CCCCC3)cc2)cc1
→ -2 | 2 | 0 | -8 | -11 | -15 | 26
> CS(=O)(=O)Nc1ccc(Oc2ncccn2)cc1
→ -4 | 5 | 2 | -12 | 11 | -7 | 13
> CCN(CC)Cc1ccccn1
→ -5 | 2 | -7 | . | -3 | . | -2
> Cc1cccc(C)c1NC(=O)C1c2ccccc2OCC(=O)N1C1CC1 (stereo not drawn)
→ -1 | 7 | -4 | . | -1 | . | 5
> COc1ccc(C(=O)N2CCN=C2SC)cc1
→ 0 | 11 | -3 | . | -2 | . | 4
> COCC#Cc1ccc2c(c1)O[C@H](CN(C)Cc1ccccc1F)[C@H](C)CN([C@H](C)CO)S2(=O)=O
→ 8 | 12 | 5 | 0 | 4 | -23 | .
> CCOC(=O)c1c(CN2CCOCC2)oc2ccc(OC(C)=O)cc12
→ -4 | -1 | 0 | -6 | 1 | 4 | 4

# (continued)
# Results follow in this order: SIRT5 block | LGR2 antag | CASP6 VEID inh | esBAF inh | S100A4 inh HTS | Statin myotox sup | FN deposition inh
> CCCNC(=O)N(C)C[C@H]1Oc2ncc(/C=C/c3ccccc3)cc2C(=O)N([C@H](C)CO)C[C@H]1C
→ -7 | 12 | 1 | -3 | 47 | -4 | .
> CO[C@@H]1CN(C)C(=O)c2ccc(NC(=O)C3CC3)cc2OC[C@@H](C)N(C(=O)Cc2ccccn2)C[C@H]1C
→ -2 | 20 | 39* | 1 | 3 | 16 | -10
> Cc1noc(C)c1NC(=O)N(C)C[C@@H]1OCCCC[C@H](C)Oc2ccc(NC(=O)Nc3ccc(C(F)(F)F)cc3)cc2C(=O)N([C@H](C)CO)C[C@@H]1C
→ 9 | 14 | -1 | -1 | 0 | 18 | -6
> CCC1C(=O)N=C(SCC(=O)Nc2ccc(S(N)(=O)=O)cc2)NC1=O (stereo not drawn)
→ -8 | . | 5 | . | 5 | . | 4
> CN(CC(=O)Nc1ccc(F)cc1)C(=O)COC(=O)c1ccccc1
→ 1 | -2 | 1 | 0 | -4 | 6 | 9
> COC(=O)NC1CSCC1OC(=O)CN1C(=O)c2ccccc2C1=O (stereo not drawn)
→ . | . | . | -7 | . | -13 | 3
> CCc1cccc(C)c1NC(=S)N(CCN(C)C)Cc1cccs1
→ 0 | 3 | . | . | -3 | . | .
> COc1ccc(-c2ccc([C@@H]3[C@@H](C#N)N(C(=O)C4CCC4)[C@H]3CO)cc2)cc1
→ -1 | 2 | 1 | -2 | 1 | 4 | 4
> COc1cc(C(=O)N2CCN(C)CC2)cc(OC)c1OC
→ -1 | -7 | 3 | -5 | -2 | 8 | -5
> CC(=O)N1CCN(S(=O)(=O)c2cccc(C(=O)Nc3ccc(C)cn3)c2)CC1
→ 1 | -1 | 3 | 39 | -22 | -6 | 2
> COc1cccc(-c2cn(CC[C@H]3CC[C@H](NS(=O)(=O)Cc4ccccc4)[C@H](CO)O3)nn2)c1
→ -2 | 6 | -1 | -3 | 6 | 6 | 7
> COC(=O)[C@@]1(CCC(=O)OC(C)(C)C)N=C(c2ccc(OCCCO)cc2)O[C@H]1c1ccccc1CN=[N+]=[N-]
→ 10 | . | 1 | . | 59 | . | .
